Shn3 inh set2 = reduction of Shn3 3'UTR firefly luciferase signal, primary screen, Schnurri-3 inhibitor project, cell-based, Clone20 osteoblasts, set 2 | Clone20 osteoblast Shn3 3'UTR firefly luciferase, 24 h | inhibition, % at 12.5 µM | hit rate 0.52% among 360,000 | AID 588674, 2011;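 active = mean inhibition of at least 75% with every replicate also reaching 75%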;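 note: 0% = median of neutral control wells and 100% = pilot-screen positive control compound; some compounds past the cut are filed as inactive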
Cardio protect = cardioprotection against H2O2-induced cell death, primary screen, uHTS, H9c2 cells, ATPLite luminescence. H9c2 cardiomyocytes, H2O2 injury protection, 2 h. protection from H2O2 cell death, % at 20 µM. hit rate 0.63% among 360,000. AID 588492, 2011;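 active = compounds giving at least 50% protection of heart cells from peroxide-induced death in the single-dose screen, raw or plate-pattern-corrected value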;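 note: 0% = DMSO wells with peroxide and 100% = DMSO wells without peroxide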
MITF TRPM1 inh = inhibitors of MITF-dependent TRPM1 promoter reporter, primary screen, cell-based, SK-MEL-5, single point, luciferase. AID 488899, 2010. SK-MEL-5 TRPM1 promoter luciferase, 24 h. hit rate 0.83% among 330,000. inhibition, % at 12.5 µM;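 active = mean inhibition across replicates of 60% or more, whatever share of single replicates reaches that level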; note: values of inactives mirror those of a sister screen read the other way
NR2E3 ag-1 = inhibitors of NR2E3-RetCOR corepressor binding, primary screen, NR2E3 agonist project, biochemical, TR-FRET, GST-NR2E3, biotin-RetCOR. AID 2300, 2010. inhibition of corepressor binding, % at 4.78 µM. 1536-well. hit rate 0.12% among 320,000. Photoreceptor-specific nuclear receptor (Homo sapiens), Q9Y5X4;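 active = percent inhibition above the cutoff of mean plus 3 SD of all tested compounds, set per screening campaign, cut at about 20% in these data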;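 note: 0% = DMSO wells and 100% = biotin wells as full block of FRET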
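Material – GST-tagged NR2E3 plus biotinylated RetCOR corepressor · Quantity – NR2E3 fusion 1.35 nM · Times – 5 h incubation at 4 °C · Medium – pH 7.5 Tris-based buffer · Technique – TR-FRET, Eu(K)-anti-GST donor, streptavidin-D2 acceptor, ex 340, em 617/671 nm · Benchmarks – high control biotin, low control 0.6% DMSO · Format – 1536-well plates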
HIF-2a block = HIF-2a reporter inhibitors, primary screen, luminescence, 786-0 RCC cells; 786-0 RCC cells HIF-2a reporter, luciferase luminescence, overnight; inhibition, % at 18.8 µM; AID 624352, 2012; hit rate 0.72% among 360,000;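 active = inhibition of the luminescence signal of 40% or more relative to plate controls, in a single-dose primary screen at 18.75 µM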
NR2E3 ag-2 = NR2E3 agonists in two-hybrid cells, primary screen, cell-based, luminescence, CHO-S, Gal4-NCOR/VP16-NR2E3 | luciferase | inhibition of corepressor binding, % at 3.98 µM | hit rate 0.35% among 360,000 | AID 602229, 2012;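 active = inhibition above the mean of all tested compounds plus 3 SD, cut at about 70% in these data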;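 note: 0% = DMSO with NR2E3 transfected cells and 100% = cells lacking NR2E3 construct; higher means lower luciferase signal from less NR2E3 corepressor binding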
Peg3 promoter = Peg3 promoter-driven luciferase inhibitors, primary screen, cell-based, HeLa, luciferase luminescence; HeLa PEG-Prom luciferase reporter, overnight; inhibition, % at 20 µM; hit rate 1.7% among 360,000;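 active = inhibition of at least 50% at 20 µM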
m5-HT2A agonist = mouse Htr2a agonists via beta-arrestin recruitment, primary screen, cell-based, luminescence. 5-hydroxytryptamine receptor 2A (Mus musculus), P35363. CHO-K1 mHTR2A beta-arrestin complementation; percent of 30 µM serotonin response. activation, % at 7.6 µM. hit rate 0.66% among 360,000. AID 624169, 2012;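 active = activation above a run cutoff, the mean activation of all tested compounds plus 3 SD, cut at about 14% in these data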;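 note: 0% = plate median of compound wells and 100% = 30 µM serotonin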
Target sequence (P35363 whole entry, looked up): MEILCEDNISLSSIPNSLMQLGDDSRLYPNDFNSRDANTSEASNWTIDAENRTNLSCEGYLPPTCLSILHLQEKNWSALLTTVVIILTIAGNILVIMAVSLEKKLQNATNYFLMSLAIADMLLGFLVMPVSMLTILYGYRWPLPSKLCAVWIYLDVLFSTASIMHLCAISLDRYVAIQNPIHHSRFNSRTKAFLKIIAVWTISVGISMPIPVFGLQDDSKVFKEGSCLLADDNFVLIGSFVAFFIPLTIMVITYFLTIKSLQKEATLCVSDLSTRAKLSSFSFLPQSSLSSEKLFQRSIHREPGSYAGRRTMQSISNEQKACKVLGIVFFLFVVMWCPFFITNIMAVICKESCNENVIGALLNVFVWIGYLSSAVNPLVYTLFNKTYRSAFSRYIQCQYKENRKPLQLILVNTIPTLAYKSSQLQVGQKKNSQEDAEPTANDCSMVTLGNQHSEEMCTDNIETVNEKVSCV
iPSC survival up = enhancers of single-cell hiPSC survival, primary screen, ATPlite luminescence. 100% = ROCK inhibitor wells, 0% = DMSO. survival enhancement, % at 20 µM. hit rate 0.044% among 360,000; in the data active = survival enhancement above about 18%;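 note: cells exposed to compounds for 16 hours before the ATP read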
PDI inh = inhibitors of human PDI, primary screen, biochemical, turbidity, single point, plate reader; Protein disulfide-isomerase (Homo sapiens), P07237; PDI insulin aggregation turbidity, A650, 90 min; inhibition, % at 10 µM; hit rate 0.052% among 350,000; AID 588391, 2011;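 active = mean inhibition across replicates of 30% or more, whatever share of single replicates reach that level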;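 note: absorbance from insulin aggregation driven by PDI reduction with DTT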
CaV13 ICDI inh = Primary screen for inhibitors of IQ motif and Ca2+-dependent inactivation inhibitor domain binding in CACNA1D, Förster resonance energy transfer in living cells, …; HEK cells, CFP/YFP FRET ICDI-IQ, plate reader, 10 min; percent FRET-ratio fall versus neutral wells; inhibition, % at 12.3 µM; hit rate 0.098% among 340,000;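 active = mean replicate inhibition of at least 30% and at least 1% of replicates passing that level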;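 note: 0% = median of the neutral control wells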
Starred values were filed as active, the others as inactive; nt = no result given.

1) O=C(O)/C=C/C(=O)Nc1cccc(C(F)(F)F)c1
2) Cc1nn(-c2ccccc2)c(C)c1NC(=O)COc1ccc(F)cc1Cl
3) Cc1ccccc1N(C)S(=O)(=O)c1nnc(NC(=O)c2ccco2)s1
4) COCCNC(=O)CCCn1c(=O)c2cc(OC)c(OC)cc2n(CC(=O)c2ccccc2)c1=O
5) CN1/C(=C/C2CC(=O)N(c3ccc([N+](=O)[O-])cc3)C2=O)C(C)(C)c2ccccc21 (stereo not drawn)
6) CCOc1ncccc1C(=O)OCC(=O)Nc1ccc(S(=O)(=O)N2CCOCC2)cc1
assay / entry	1	2	3	4	5	6
Shn3 inh set2	7	7	-13	6	2	-8
Cardio protect	1	-4	2	8	-5	-3
MITF TRPM1 inh	-5	8	13	-9	-23	-5
NR2E3 ag-1	3	0	3	-3	1	2
HIF-2a block	14	-15	5	19	-1	15
NR2E3 ag-2	1	-3	-33	-4	-4	-1
Peg3 promoter	11	-11	19	9	0	11
m5-HT2A agonist	3	-1	-8	0	-1	-1
iPSC survival up	7.9	-0.5	0.0	-0.3	-0.8	-2.5
PDI inh	4	0	4	1	4	3
CaV13 ICDI inh	-9	-2	-7	-15	-7	-4

7) Cc1ccc(NC(=O)C2Cc3ccccc3C(=O)O2)cc1 (stereo not drawn)
8) COC(CNC(=O)c1cn(C)c2ccc(S(=O)(=O)N3CCOCC3)cc2c1=O)OC
9) O=C(O)c1ccc(N/N=C/c2ccc(F)c(F)c2)cc1
10) CC(C)(C)OC(=O)N1CCC(CC2CC(c3ccccc3)=NO2)(C(=O)O)CC1 (stereo not drawn)
11) C/C(N)=C(/C#N)C(=O)COC(=O)c1ccncc1
12) O=C(CCc1ccccc1)NNC(=O)COc1ccccc1Cl
assay / entry	7	8	9	10	11	12
Shn3 inh set2	-11	-7	-52	8	11	-10
Cardio protect	-4	-1	0	-1	2	2
MITF TRPM1 inh	-34	6	0	10	2	-9
NR2E3 ag-1	-1	-3	-4	2	-2	1
HIF-2a block	-187	12	-70	11	13	7
NR2E3 ag-2	-39	-28	-117	6	-6	-6
Peg3 promoter	-190	7	-53	-10	1	-4
m5-HT2A agonist	3	-4	6	-4	1	7
iPSC survival up	-1.1	-0.4	-0.7	-1.7	0.3	-0.3
PDI inh	-9	-3	-12	0	-4	-5
CaV13 ICDI inh	5	-2	-16	-10	-5	-6

Copied from above, nos. 2 to 12
2) Cc1nn(-c2ccccc2)c(C)c1NC(=O)COc1ccc(F)cc1Cl
3) Cc1ccccc1N(C)S(=O)(=O)c1nnc(NC(=O)c2ccco2)s1
4) COCCNC(=O)CCCn1c(=O)c2cc(OC)c(OC)cc2n(CC(=O)c2ccccc2)c1=O
5) CN1/C(=C/C2CC(=O)N(c3ccc([N+](=O)[O-])cc3)C2=O)C(C)(C)c2ccccc21 (stereo not drawn)
6) CCOc1ncccc1C(=O)OCC(=O)Nc1ccc(S(=O)(=O)N2CCOCC2)cc1
7) Cc1ccc(NC(=O)C2Cc3ccccc3C(=O)O2)cc1 (stereo not drawn)
8) COC(CNC(=O)c1cn(C)c2ccc(S(=O)(=O)N3CCOCC3)cc2c1=O)OC
9) O=C(O)c1ccc(N/N=C/c2ccc(F)c(F)c2)cc1
assay / entry	2	3	4	5	6	7	8	9
Shn3 inh set2	7	-13	6	2	-8	-11	-7	-52
Cardio protect	-4	2	8	-5	-3	-4	-1	0
MITF TRPM1 inh	8	13	-9	-23	-5	-34	6	0
NR2E3 ag-1	0	3	-3	1	2	-1	-3	-4
HIF-2a block	-15	5	19	-1	15	-187	12	-70
NR2E3 ag-2	-3	-33	-4	-4	-1	-39	-28	-117
Peg3 promoter	-11	19	9	0	11	-190	7	-53
m5-HT2A agonist	-1	-8	0	-1	-1	3	-4	6
iPSC survival up	-0.5	0.0	-0.3	-0.8	-2.5	-1.1	-0.4	-0.7
PDI inh	0	4	1	4	3	-9	-3	-12
CaV13 ICDI inh	-2	-7	-15	-7	-4	5	-2	-16

10) CC(C)(C)OC(=O)N1CCC(CC2CC(c3ccccc3)=NO2)(C(=O)O)CC1 (stereo not drawn)
11) C/C(N)=C(/C#N)C(=O)COC(=O)c1ccncc1
12) O=C(CCc1ccccc1)NNC(=O)COc1ccccc1Cl
assay / entry	10	11	12
Shn3 inh set2	8	11	-10
Cardio protect	-1	2	2
MITF TRPM1 inh	10	2	-9
NR2E3 ag-1	2	-2	1
HIF-2a block	11	13	7
NR2E3 ag-2	6	-6	-6
Peg3 promoter	-10	1	-4
m5-HT2A agonist	-4	1	7
iPSC survival up	-1.7	0.3	-0.3
PDI inh	0	-4	-5
CaV13 ICDI inh	-10	-5	-6

(continued)
13) CC(=O)Nc1ccc(-n2c(=O)c3ccccc3c3ccccc3c2=O)cc1
14) O=C(CN1CCS(=O)(=O)CC1)N/N=C/c1cccc(C(F)(F)F)c1
15) O=C(COC(=O)c1cccs1)Nc1ccc(S(=O)(=O)N2CCOCC2)cc1
16) C/C(=N\OC(=O)Nc1ccc(Cl)cc1)c1ncc(C(F)(F)F)cc1N1CCOCC1
17) Cc1nn(CC(=O)NCc2ccccc2)c(=O)c2ccccc12
18) Cc1cc(C)cc(OCC(=O)O/N=C(\N)Cc2ccc([N+](=O)[O-])cc2)c1
assay / entry	13	14	15	16	17	18
Shn3 inh set2	5	-12	9	7	-3	7
Cardio protect	-16	5	-6	3	0	-3
MITF TRPM1 inh	14	8	-18	-27	9	nt
NR2E3 ag-1	4	2	-7	1	3	2
HIF-2a block	30	11	13	-133	15	2
NR2E3 ag-2	7	-16	-24	-37	-5	13
Peg3 promoter	-7	-3	7	-102	0	14
m5-HT2A agonist	1	-1	0	-1	1	-1
iPSC survival up	0.7	-0.5	2.2	-1.6	2.1	-0.1
PDI inh	2	6	-9	-6	3	8
CaV13 ICDI inh	-2	nt	-7	-6	-3	-5

19) CCOc1ccc(NC(=O)CSc2nnc(C)n2CC2CCCO2)cc1 (stereo not drawn)
20) CN(C)c1ccc(/C=C2\SC(=O)N(CC(O)Cn3c4ccccc4c4ccccc43)C2=O)cc1 (stereo not drawn)
21) Cc1ccc(OCCn2cc(C(=O)O)c3ccccc32)cc1
22) O=C(Cn1c(CCCO)nc2ccccc21)Nc1ccccc1-c1ccccc1
assay / entry	19	20	21	22
Shn3 inh set2	7	5	-1	-4
Cardio protect	0	-1	-1	2
MITF TRPM1 inh	-7	-9	3	-2
NR2E3 ag-1	1	-1	4	0
HIF-2a block	2	-3	0	15
NR2E3 ag-2	-3	-28	-5	-19
Peg3 promoter	7	-11	13	13
m5-HT2A agonist	0	0	1	-2
iPSC survival up	7.1	1.8	-0.6	0.8
PDI inh	2	-125	-2	10
CaV13 ICDI inh	-2	-6	-5	-3
